NR2E3 ag-1 – inhibitors of NR2E3-RetCOR corepressor binding, primary screen, NR2E3 agonist project, biochemical, TR-FRET, GST-NR2E3, biotin-RetCOR; Photoreceptor-specific nuclear receptor (Homo sapiens), Q9Y5X4; 1536-well; inhibition of corepressor binding, % at 4.78 µM; 320,000 compounds, 0.12% hits; AID 2300, 2010;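 active means percent inhibition above the cutoff of mean plus 3 SD of all tested compounds, set per screening campaign, cut at about 20% in these data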;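 further: 0% = DMSO wells and 100% = biotin wells as full block of FRET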
Target sequence (Q9Y5X4 whole entry, looked up): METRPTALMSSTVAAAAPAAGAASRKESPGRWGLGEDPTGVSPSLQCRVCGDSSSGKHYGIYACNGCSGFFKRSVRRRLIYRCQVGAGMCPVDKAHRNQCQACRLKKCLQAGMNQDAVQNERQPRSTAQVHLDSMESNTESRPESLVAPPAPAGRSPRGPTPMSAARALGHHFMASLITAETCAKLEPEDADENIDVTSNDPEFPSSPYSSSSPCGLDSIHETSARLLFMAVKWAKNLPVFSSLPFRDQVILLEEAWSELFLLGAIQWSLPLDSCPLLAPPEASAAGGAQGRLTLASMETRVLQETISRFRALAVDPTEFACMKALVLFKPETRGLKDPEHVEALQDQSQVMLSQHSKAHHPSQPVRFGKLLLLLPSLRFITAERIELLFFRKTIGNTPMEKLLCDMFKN
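System: GST-tagged NR2E3 plus biotinylated RetCOR corepressor; Amount: 1.35 nM GST-tagged NR2E3 final; Dosing: single nominal compound dose of 4.8 µM; Schedule: 5 h incubation at 4 °C; Technique: TR-FRET with europium anti-GST and streptavidin-D2, 340 nm excitation; Controls: biotin wells as high control, 0.6% DMSO wells as low control.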
CaV13 ICDI inh – Disruptors of the CACNA1D IQ motif to Ca2+-dependent inactivation inhibitor domain association, primary screening, Förster resonance energy transfer in intact living …; HEK cells, CFP/YFP FRET ICDI-IQ, plate reader, 10 min; percent FRET-ratio fall versus neutral wells; inhibition, % at 12.3 µM; 340,000 compounds, 0.098% hits; AID 743397;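 active means mean replicate inhibition of at least 30% and at least 1% of replicates passing that level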;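 further: 0% = median of the neutral control wells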
NR2E3 ag-2 – NR2E3 agonists in two-hybrid cells, primary screen, cell-based, luminescence, CHO-S, Gal4-NCOR/VP16-NR2E3; AID 602229, 2012; Photoreceptor-specific nuclear receptor (Homo sapiens), Q9Y5X4; 360,000 compounds, 0.35% hits; luciferase; inhibition of corepressor binding, % at 3.98 µM;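 active means inhibition above the mean of all tested compounds plus 3 SD, cut at about 70% in these data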;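 further: 0% = DMSO with NR2E3 transfected cells and 100% = cells lacking NR2E3 construct; higher means lower luciferase signal from less NR2E3 corepressor binding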
Peg3 prom inh – Peg3 promoter-driven luciferase inhibitors, primary screen, cell-based, HeLa, luciferase luminescence. inhibition, % at 20 µM. HeLa PEG-Prom luciferase reporter, overnight. AID 588405, 2011. 360,000 compounds, 1.7% hits;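 active means inhibition of at least 50% at 20 µM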
Vif inh – HIV Vif self-association inhibitors, primary screen, imaging, HEK293T, single point. HEK293T cells, Vif self-association by quenched fluorescence, 24 h. inhibition, % at 7.49 µM. 340,000 compounds, 0.35% hits. AID 602346, 2012; in the data active means inhibition above about 50%, passing the limit was not always enough; further: some results filed as inactive read as strong as hits
HIF-2a block – HIF-2a reporter inhibitors, primary screen, luminescence, 786-0 RCC cells. 786-0 RCC cells HIF-2a reporter, luciferase luminescence, overnight. 360,000 compounds, 0.72% hits. AID 624352, 2012. inhibition, % at 18.8 µM;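 active means inhibition of the luminescence signal of 40% or more relative to plate controls, in a single-dose primary screen at 18.75 µM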
Shn3 3UTR inh – reduction of Shn3 3'UTR firefly luciferase signal, primary screen, Schnurri-3 inhibitor project, cell-based, Clone20 osteoblasts, set 2; Clone20 osteoblast Shn3 3'UTR firefly luciferase, 24 h; inhibition, % at 12.5 µM; 360,000 compounds, 0.52% hits; AID 588674, 2011;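 active means mean inhibition of at least 75% with every replicate also reaching 75%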;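 further: 0% = median of neutral control wells and 100% = pilot-screen positive control compound; some compounds past the cut are filed as inactive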
TRPM1 prom inh – inhibitors of MITF-dependent TRPM1 promoter reporter, primary screen, cell-based, SK-MEL-5, single point, luciferase; SK-MEL-5 TRPM1 promoter luciferase, 24 h; inhibition, % at 12.5 µM; 330,000 compounds, 0.83% hits; AID 488899, 2010;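 active means mean inhibition across replicates of 60% or more, whatever share of single replicates reaches that level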; further: values of inactives mirror those of a sister screen read the other way
KKLEB tox – cytotoxicity in KKLEB CF airway cells, primary screen, cytotoxicity control for CF NF-kB inhibitor project, cell-based, uHTS, fluorescence assay plates; activity change (cytotoxicity), % at 5 µM; KKLEB CF airway cells viability, ATPlite luminescence, overnight; hits give low values; cells stimulated with P. aeruginosa culture filtrate; 360,000 compounds, 0.36% hits; AID 602141, 2011;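 active means corrected activity change at or below -50% at 5 µM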
PDI turbidity – inhibitors of human PDI, primary screen, biochemical, turbidity, single point, plate reader; PDI insulin aggregation turbidity, A650, 90 min; inhibition, % at 10 µM; 350,000 compounds, 0.052% hits; AID 588391, 2011;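 active means mean inhibition across replicates of 30% or more, whatever share of single replicates reach that level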;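 further: absorbance from insulin aggregation driven by PDI reduction with DTT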
Target sequence (P07237 whole entry, looked up): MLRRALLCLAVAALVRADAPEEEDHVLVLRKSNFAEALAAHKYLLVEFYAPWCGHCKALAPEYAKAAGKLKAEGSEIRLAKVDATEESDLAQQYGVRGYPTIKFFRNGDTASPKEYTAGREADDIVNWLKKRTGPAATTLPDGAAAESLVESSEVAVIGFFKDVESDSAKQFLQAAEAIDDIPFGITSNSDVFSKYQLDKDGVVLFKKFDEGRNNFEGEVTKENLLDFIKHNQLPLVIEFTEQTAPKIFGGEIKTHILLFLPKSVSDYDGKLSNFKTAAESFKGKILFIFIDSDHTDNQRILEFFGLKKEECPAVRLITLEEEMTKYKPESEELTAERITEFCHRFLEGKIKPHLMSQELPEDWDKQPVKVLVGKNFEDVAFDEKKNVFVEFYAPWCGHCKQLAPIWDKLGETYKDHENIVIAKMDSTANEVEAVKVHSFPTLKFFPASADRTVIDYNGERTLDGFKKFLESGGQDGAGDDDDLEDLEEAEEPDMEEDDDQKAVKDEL
CF NFkB inh – inhibitors of PAF-induced NF-kB signaling, primary screen, cell-based, GFP fluorescence, uHTS; KKLEB NF-kB-GFP reporter, GFP fluorescence overnight; inhibition, % at 5 µM; 360,000 compounds, 0.86% hits; AID 588850, 2011;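 active means at least 50% inhibition at 5 µM, scaled per plate between neutral and stimulator controls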;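 further: PAF is a Pseudomonas aeruginosa culture filtrate used as stimulus; plate controls were PAF-stimulated DMSO wells for no effect and unstimulated DMSO wells for full effect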
Numbers without * were called inactive; . = not tested or not shown.

Results follow in this order: NR2E3 ag-1, CaV13 ICDI inh, NR2E3 ag-2, Peg3 prom inh, Vif inh, HIF-2a block, Shn3 3UTR inh, TRPM1 prom inh, KKLEB tox, PDI turbidity, CF NFkB inh
- O=C(Cn1nnc(-c2ccncc2)n1)N1CCc2ccccc21
    5, -8, -29, 20, 6, 5, -1, 1, -6, 18, 8
- CCOCCc1nnc(NC(=O)c2ccc(OC)c(OC)c2)s1
    -1, ., -6, 10, ., 9, ., 9, 11, 4, 3
- Cc1ccc(CNC(=O)CN(C)S(=O)(=O)c2cccc3cccnc23)cc1
    3, 16, -4, 1, -3, -1, -11, 1, 2, 3, 2
- COc1ccc(CCNC(=O)c2ccccc2NS(=O)(=O)c2c(F)cccc2F)cc1
    3, -3, -16, 13, -6, 4, 13, 5, 1, 1, 14
- NC(=O)NC(CC(=O)NNC(=O)c1ccccn1)c1ccc(Cl)cc1 (stereo unspecified)
    3, -4, -13, 15, -20, 1, 12, -12, 14, 1, -5
- CN(CC(=O)Nc1ccccc1F)CC(=O)Nc1ccc(F)c(F)c1F
    -2, -5, -5, 8, 8, 17, 2, -1, 1, 3, 3
- N#CC(C#N)=C1C=CC=CN1/C(=C\c1ccccc1)C(=O)c1cccs1
    -2, 63*, -21, 12, -2, -38, -53, 47, -26, -4, 13
- C=CCN(c1ccc(C(=O)Nc2ccc(C)c(C)c2)cc1)S(C)(=O)=O
    -2, -3, -14, -51, 0, -95, 5, ., 9, -3, -17
- Cc1cc(C)cc(N(CCC#N)C(=O)COC(=O)CN2C(=O)NC(C)(C)C2=O)c1
    -1, ., -21, 11, 10, 6, -12, 6, 6, -3, 7
- NS(=O)(=O)c1ccc(N2N=C(c3ccccc3)CC2c2cccc(Br)c2)cc1 (stereo unspecified)
    ., -8, -9, 48, ., -15, -3, 5, 11, -4, 26
- CC(NC(=O)c1ccccc1F)c1nnc(SCC(=O)NC2CCCC2)n1C (stereo unspecified)
    -2, -3, -7, 2, -5, -7, -11, 5, 12, 4, 2
- CC(=O)Nc1ccc(C(=O)COC(=O)Cc2ccsc2)c(F)c1
    ., -6, 11, -5, 14, 7, -16, -5, 8, -6, -57
- COc1ccccc1N1CCN(C(=O)c2cc(-c3ccccc3)nc3c2cnn3C(C)C)CC1
    ., -11, -1, 13, ., 9, 13, ., 24, 1, -39
- CCOC(=O)C1CCCN(C(=O)c2ccc(OCC)cc2)C1 (stereo unspecified)
    0, -6, -12, 2, -3, 5, 8, 1, -13, 6, 8
- COc1cc(CC(=O)OCC(=O)NC2CCCC2)cc(OC)c1OC
    2, -2, 8, -2, -5, -4, 1, -1, 19, -7, -20
- CC(C)=NNc1cc([N+](=O)[O-])cc2c1C(=O)N(C)S2=O (stereo unspecified)
    -2, -2, -12, 12, 6, 11, 4, 7, 10, 13, 7
- COc1cc(NC(=O)c2cccc(C)c2)c(OC)cc1NC(=O)CN1CCCCC1
    3, -2, -14, 8, -8, -11, 13, -7, 0, -3, -6
- COc1ccc(C2=NOC3(CC(=O)N(c4ccc(F)cc4)C3=O)C2)c(OC)c1 (stereo unspecified)
    1, -5, 11, 7, 2, 0, 1, 10, -2, -5, 8
- CC(=O)Nc1sc2c(c1CN1CCN(c3ccccn3)CC1)CCCC2
    -4, -7, 20, 4, 5, 7, 19, 9, 0, -1, 3
- CCN(C(=O)COC(=O)c1cccc(-n2cnnn2)c1)C1CCCCC1
    2, -10, -23, -8, 2, 11, -8, 7, 4, 2, -2
- O=C(c1ccccc1)c1ccc2ccccc2c1
    ., -10, -26, -211, -3, -226, -19, -56, -12, 1, 26
- Cc1nn(Cc2ccc(C(=O)NC3CCCCC3)o2)c(C)c1Br
    4, -9, -20, 17, -3, 3, 58, -10, -4, 6, 6
- CCN1C(=O)[C@H]2[C@@H](c3ccc(C(F)(F)F)cc3)N[C@]3(CCCN(Cc4ccc(Cl)cc4)C3=O)[C@H]2C1=O
    ., -3, 8, -6, 1, 5, 31, ., -12, 11, -17
- CN(c1ccccc1)S(=O)(=O)c1cc(C(=O)N2CCN(c3ccccn3)CC2)ccc1Cl
    2, ., 17, 25, -23, 3, 11, 14, -8, -1, -2
- CCOC(=O)C1=C(CP(=O)(c2ccccc2)c2ccccc2)NC(=O)NC1c1ccc(Cl)cc1 (stereo unspecified)
    4, -4, 0, 22, -7, 22, 3, 10, 1, 9, 7
- O=C(COc1ncnc2cc([N+](=O)[O-])ccc12)NCc1ccc2c(c1)OCO2
    1, -7, -30, 1, -3, -18, -15, 20, 2, 1, -26
- COc1ccc(NC(=O)Cn2nnc(-c3ccccc3F)n2)cc1
    -1, -1, 1, -36, -2, -70, -18, -6, 1, -3, 8
- Cc1cccc(N2CCN(C(=O)c3cccs3)CC2)c1C
    -1, -5, -3, 21, 0, 15, -2, -2, -5, -1, 27
- COC(=O)C1=C(C(=O)c2ccc(C)cc2)C(c2ccc(O)c(OC)c2)n2nnnc2N1 (stereo unspecified)
    -3, -8, -23, -4, 2, 19, -5, -14, 14, 0, -8
- O=C(c1ccccn1)N1N=C2/C(=C/c3ccc(F)cc3)CCCC2C1c1ccc(F)cc1 (stereo unspecified)
    -1, -4, 14, 32, 1, 30, 5, 14, 15, -3, -32
- C/C(=N\NC(=O)c1cc(-c2ccc(C)s2)[nH]n1)c1ccncc1
    4, -3, -31, -75, -9, -49, -19, -43, 7, 3, 7
- CC(C)C1Oc2ccccc2N(CC(=O)N2CCOCC2)C1=O (stereo unspecified)
    2, -4, -6, 9, 15, 11, 6, -2, 3, 9, 0
- C=CCn1c(C)cc(C(=O)CN2C(=O)NC3(CCCc4ccccc43)C2=O)c1C (stereo unspecified)
    1, -6, -25, -37, -1, -64, 9, -17, -9, -2, 9
- COc1cc2c(cc1OC)[C@@H](NC(=O)c1ccc(C(F)(F)F)cc1)[C@H](OCc1ccccc1)C2
    ., -5, 10, 13, -1, 5, 24, 22, -14, 3, -21
- Cc1ccc(NC(=O)C2(S(=O)(=O)c3ccc(Cl)cc3)CC2)c(Br)c1
    -2, -3, -21, 14, 12, 6, 22, -14, -5, 1, 5
- CCN(CC)S(=O)(=O)c1ccc(-n2c(=O)c(C(C)C)c(C)n2C)cc1
    1, -5, 12, 13, -4, 18, 5, -5, 12, -4, -7
- Cc1ccccc1NC(=O)Cc1nc(COC(=O)c2ccc(O)cc2O)cs1
    3, -5, -10, -8, -7, -4, -113, 0, 4, 28, 12
- Cc1ccc(C(=O)c2c3ccccc3[n+]([O-])n2CCC(=O)O)cc1
    7, -12, -36, -90, 4, -88, -15, 7, -4, 17, -10
- O=C(NNc1nc2ccccc2s1)Nc1ccccc1
    4, -3, -105, -179, 2, -149, -52, -78, -17, 7, 5
- O=c1nc(C(F)(F)F)nc2ccccn12
    -2, -4, -10, 11, 3, 10, 8, -7, 5, 7, 7
- COc1cccc(CNC(=O)c2ccccc2NC(=O)C2=C(C)OCCS2)c1OC
    1, -3, 7, 3, 7, -9, -4, 7, -7, -7, 6
- CCOC(=O)Cc1ncccc1C(=O)Nc1ccc(OC)cc1
    1, -3, -10, 10, -2, 21, -78, 4, 4, 2, 2
- Cc1ccc(C(=O)N2N=C(c3ccccc3O)CC2c2ccccc2)cc1 (stereo unspecified)
    0, -3, 12, 12, ., 9, -1, -11, 6, -4, 0
- CN1CCN(c2nc(-c3ccccc3Cl)nc3ccccc23)CC1
    ., -4, -16, 7, 1, -2, 6, 1, -1, 3, 1
- O=C(NNc1c2ccccc2nc2ccccc12)c1ccc(Cl)cc1
    0, -5, -28, 46, -1, -21, -1, 1, 6, -16, 6
- O=C(NCCCN1CCOCC1)c1cn(-c2ccccc2)nc1-c1ccc(Br)cc1
    ., -2, -34, 10, -11, 1, 17, -9, -3, 9, 0
- CN(CC(=O)OCC(=O)NC1CCCC1)S(=O)(=O)c1ccc(Cl)cc1
    ., -6, 17, -5, ., 4, -6, -11, 0, 1, 1
- CCOC(=O)C1CCCN(Cc2ccc3c(c2)OCO3)C1 (stereo unspecified)
    0, -8, -12, -2, -3, 4, -11, 4, -12, -16, 12
- CCSc1nnc(NC(=O)CSc2nnc(Cc3cccn3C)n2-c2ccc(C)cc2)s1
    -1, -7, -19, 1, -13, 13, 6, 9, -11, 1, -23
- Cc1cccc2cc(CN(Cc3ccc(F)cc3)C(=O)N3CCOCC3)c3nnnn3c12
    -3, -5, -5, 20, 1, 5, -25, 9, -11, 9, -16

Rewritten comma-delimited: part of the list above.
molecule,NR2E3 ag-1,CaV13 ICDI inh,NR2E3 ag-2,Peg3 prom inh,Vif inh,HIF-2a block,Shn3 3UTR inh,TRPM1 prom inh,KKLEB tox,PDI turbidity,CF NFkB inh
Cc1ccc(C(=O)N2N=C(c3ccccc3O)CC2c2ccccc2)cc1 (stereo unspecified),0,-3,12,12,.,9,-1,-11,6,-4,0
CN1CCN(c2nc(-c3ccccc3Cl)nc3ccccc23)CC1,.,-4,-16,7,1,-2,6,1,-1,3,1
